GlmU inhibition = inhibition of mycobacterial GlmU enzyme – biochemical, glucosamine-1-phosphate acetyltransferase (AID 1376). Bifunctional protein GlmU (Mycobacterium tuberculosis (strain ATCC 25618 / H37Rv)). M. tuberculosis GlmU acetyltransferase enzyme assay; higher % means a stronger effect. inhibition, %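 (tested at 30 µM in the primary screen)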, or IC50 in µM where a hit was titrated. 0.25% of 220,000 active; in the data active = inhibition above about 13%;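 note: 0% = complete reaction with vehicle and 100% = reaction without substrate; strong numbers were not always called active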
Mtb RmlCD inh = M. tuberculosis RmlC/RmlD coupled enzyme inhibitors, primary screen, biochemical, compound mixtures, 384-well, from 1536-well plates; RmlC+RmlD coupled enzyme assay, percent inhibition; primary screen in compound mixtures; inhibition, % at 3.6 µM; 0.03% of 160,000 active; in the data active = inhibition mostly above about 34%, no sharp cut-off; note: some results filed as inactive read as strong as hits
Target sequence (P9WH09 whole entry, looked up): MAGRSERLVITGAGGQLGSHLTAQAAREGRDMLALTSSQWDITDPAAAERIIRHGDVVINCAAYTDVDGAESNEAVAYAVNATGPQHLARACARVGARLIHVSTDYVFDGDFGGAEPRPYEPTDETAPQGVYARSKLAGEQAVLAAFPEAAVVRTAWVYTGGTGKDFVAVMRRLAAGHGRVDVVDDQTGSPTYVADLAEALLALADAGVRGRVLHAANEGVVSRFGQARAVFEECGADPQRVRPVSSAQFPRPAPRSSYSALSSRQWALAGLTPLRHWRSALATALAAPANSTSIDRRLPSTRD
Target sequence (P9WH11 whole entry, looked up): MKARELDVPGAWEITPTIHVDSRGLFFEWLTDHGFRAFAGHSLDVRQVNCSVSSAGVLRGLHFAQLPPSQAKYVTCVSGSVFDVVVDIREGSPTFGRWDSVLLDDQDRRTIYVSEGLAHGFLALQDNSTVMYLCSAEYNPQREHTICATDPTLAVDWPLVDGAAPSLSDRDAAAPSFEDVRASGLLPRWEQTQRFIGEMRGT
Active calls of the source: *; & = joins results of further samples. These rows are one share of the data; rates above refer to the full screens.

Cc1ccc(S(=O)(=O)NC(=O)Nc2ccc(F)cc2)cc1 was read as GlmU inhibition -4.7%.
Screening CC(=O)OCCn1c(C)[n+](CCOC(C)=O)c2cc(Cl)c(Cl)cc21 returned GlmU inhibition 0.6% and Mtb RmlCD inh 5.
`CCCN(CCC)C(=O)CC(c1ccc(F)cc1)c1ccco1` (stereo unspecified) gave GlmU inhibition -0.1% and Mtb RmlCD inh 10.
Screening CNc1ncc(Cc2ccccc2)s1 returned GlmU inhibition -1.6% and Mtb RmlCD inh 5.
Screening OC1CCN(Cc2nc(Cc3ccccc3Cl)no2)CC1 returned GlmU inhibition 3.0% and Mtb RmlCD inh -12.
CC(C)C(c1nnnn1C1CCCC1)N1c2ccccc2CC1C (stereo unspecified) was read as GlmU inhibition 0.5%.
For CN(Cc1cnccn1)Cc1cn(Cc2ccccc2)nc1-c1ccc2c(c1)OCO2 the results were GlmU inhibition 0.2%.
For COc1cc(C(=O)O/N=C(\N)c2ccncc2)cc(OC)c1OC the results were GlmU inhibition 5.1%.
`O=S(=O)(N1CCOCC1)N1CCN(c2ccccc2F)CC1` gave GlmU inhibition -7.4% and Mtb RmlCD inh 33.
Screening Cc1nn(Cc2ccc(C(=O)N3CCOCC3)o2)c(C)c1Br returned GlmU inhibition -5.2% and Mtb RmlCD inh 18.
CCC(C)[C@H](NC(=O)Nc1cccc(Cl)c1)C(=O)O (stereo partly specified) was read as GlmU inhibition 1.4% and Mtb RmlCD inh 0.
Cc1cccc(C2c3[nH]c4ccccc4c3CCN2C(=O)Cc2n[nH]c(C)n2)n1 (stereo unspecified) was read as GlmU inhibition 2.8%.
Cc1ccsc1/C=N/N1CCN(c2ccccn2)CC1 was read as GlmU inhibition 2.0% and Mtb RmlCD inh 85.
COc1ccc2c(c1)[nH]c1c(=O)n(CCCn3ccnc3)cnc12 was read as GlmU inhibition 1.4% and Mtb RmlCD inh 6.
For COCCN1C(=O)N[C@@H](c2ccccc2)[C@H](C(=O)OC)[C@H]1C the results were GlmU inhibition -4.0%.
For COc1ccc(NC(=S)N2CCCC(CO)C2)c(OC)c1 (stereo unspecified) the results were GlmU inhibition -3.0%.
COc1ccc(-c2cc(C(=O)NC3=NCCS3)c3ccccc3n2)cc1OC was read as GlmU inhibition -1.9% and Mtb RmlCD inh -14.
For Cc1cccc(OCCC(=O)Nc2c(C)n(C)n(-c3ccccc3)c2=O)c1 the results were GlmU inhibition -0.2%.
O=C(NC1CCCCCCC1)c1ccc(CNc2c(N3CCOCC3)c(=O)c2=O)cc1 was read as GlmU inhibition 6.8% and Mtb RmlCD inh -7.
For COc1ccc(NC(=O)c2ccco2)cc1NC(=O)c1cccc(OC(C)C)c1 the results were GlmU inhibition -10.0% and Mtb RmlCD inh -2.

Compounds above with an NH in an aromatic ring:
Cc1cccc(C2c3[nH]c4ccccc4c3CCN2C(=O)Cc2n[nH]c(C)n2)n1 (stereo unspecified) was read as GlmU inhibition 2.8%.
COc1ccc2c(c1)[nH]c1c(=O)n(CCCn3ccnc3)cnc12 was read as GlmU inhibition 1.4% and Mtb RmlCD inh 6.

Next section
For COc1ccc(S(=O)(=O)N2CCC(C(=O)N3CCCCC3)CC2)cc1OC the results were GlmU inhibition 3.4% and Mtb RmlCD inh -11.
For CCCCCOC(=O)C1[C@H]2C(=O)N(c3ccccc3CC)C[C@]23C=C[C@H]1O3 (stereo partly specified) the results were GlmU inhibition -1.6%.
For O=C1c2ccccc2S(=O)(=O)N1CC1CC(c2ccccc2Cl)=NO1 (stereo unspecified) the results were GlmU inhibition 3.2%.
Screening Cc1ccc(/C=C/C(=O)OCn2nnc3ccccc3c2=O)o1 returned GlmU inhibition 0.3% and Mtb RmlCD inh -10.
For CCOC(=O)CSc1cccc2cccnc12 the results were GlmU inhibition 2.7% and Mtb RmlCD inh -3.
Screening Cc1cc(C)n(-c2nc3ccccc3nc2N2CCN(S(=O)(=O)c3ccc4ccccc4c3)CC2)n1 returned GlmU inhibition 2.8% and Mtb RmlCD inh -5.
`COc1ccc(Cn2cnc([N+](=O)[O-])c2)cc1[N+](=O)[O-]` gave GlmU inhibition -1.6% and Mtb RmlCD inh 4.
Screening Cc1cc(=O)[nH]c(SC/C=C/c2ccccc2)n1 returned GlmU inhibition 3.4% and Mtb RmlCD inh -9.
`COc1ccc(NS(=O)(=O)c2cc(C(=O)O)ccc2C)cc1` gave GlmU inhibition 1.5%.
COc1ccc(C(=O)c2oc3ccccc3c2NC(C)=O)cc1 was read as GlmU inhibition 3.8% and Mtb RmlCD inh 79.
`CCOc1ccccc1NC(=O)/C(C#N)=C/c1c(C)nn(-c2ccccc2)c1Cl` gave GlmU inhibition -1.9% and Mtb RmlCD inh 2.
`N#Cc1c(/N=C/c2ccco2)sc2c1CCCCC2` gave GlmU inhibition 6.0% and Mtb RmlCD inh 35.
For O=C(c1ccc(Cl)c(S(=O)(=O)NCc2ccco2)c1)N1CCN(c2ccc(F)cc2)CC1 the results were GlmU inhibition 5.1%.
Cc1ocnc1C(=O)Nc1ccc(Cl)cc1 was read as GlmU inhibition 1.4% and Mtb RmlCD inh -9.
`Cc1ccc(S(=O)(=O)n2nc(-n3c(C)ccc3C)c3c(F)cccc32)c2ccccc12` gave GlmU inhibition -3.5% and Mtb RmlCD inh -7.
Screening CC(C)(C)OC(=O)N1CCC[C@H]1c1nnc(SCc2c(Cl)cccc2Cl)o1 returned GlmU inhibition 2.2%.
C/C(=N\Nc1nc(-c2cc(C)ccc2C)cs1)c1cc2ccccc2oc1=O was read as GlmU inhibition 8.5% and Mtb RmlCD inh 3.
For Cc1nnc(SCc2cccc([N+](=O)[O-])c2)o1 the results were GlmU inhibition 6.3% and Mtb RmlCD inh 5.
`CC(C)c1ccc(C(=O)CSc2ncn[nH]2)cc1` gave GlmU inhibition -6.8%.
Screening COc1ccc(CC2(CO)CCN(Cc3cnn(-c4ccccc4)c3)CC2)cc1 returned GlmU inhibition -3.9% and Mtb RmlCD inh 9.

3 compounds already listed, sorted by number of heavy atoms, smallest number first:
`N#Cc1c(/N=C/c2ccco2)sc2c1CCCCC2` gave GlmU inhibition 6.0% and Mtb RmlCD inh 35.
Screening Cc1ccc(/C=C/C(=O)OCn2nnc3ccccc3c2=O)o1 returned GlmU inhibition 0.3% and Mtb RmlCD inh -10.
`Cc1ccc(S(=O)(=O)n2nc(-n3c(C)ccc3C)c3c(F)cccc32)c2ccccc12` gave GlmU inhibition -3.5% and Mtb RmlCD inh -7.

Next records follow.
`O=C(Nc1nnc(SCC(=O)N2CCOCC2)s1)c1ccccc1Cl` gave GlmU inhibition -3.7% and Mtb RmlCD inh 20.
For CCC(C)C1C(C#N)=C(N)OC2=C1C(=O)CC(C)(C)C2 (stereo unspecified) the results were GlmU inhibition 6.5%.
`CC(=O)n1cc([C@@H]2C=C(C(=O)N3CCN(C)CC3)O[C@H](OCc3ccc(CO)cc3)C2)c2ccccc21` gave GlmU inhibition 4.6%.
For c1ccc(Oc2nnc(-c3cccs3)c3ccccc23)cc1 the results were GlmU inhibition 1.6% and Mtb RmlCD inh -8.
`COc1ccccc1Nc1nc(C2(C)CCC(=O)O2)cs1` (stereo unspecified) gave GlmU inhibition 1.1% and Mtb RmlCD inh -10.
CCOc1ccc(CN2CCN(C3CCSCC3)CC2CCO)cc1 (stereo unspecified) was read as GlmU inhibition 0.5% and Mtb RmlCD inh 0.
COc1cc(-c2cc(C(=O)Nc3ccc(N4CCOCC4)cc3)c3ccccc3n2)cc(OC)c1OC was read as GlmU inhibition -4.2%.
COc1cccc(C2=NOC(C(=O)Nc3cc(C)nn3-c3ccccc3)C2)c1OC (stereo unspecified) was read as GlmU inhibition -5.7%.
Screening COc1ccc(C(=O)NNC(=S)NC(=O)c2cccnc2)cc1 returned GlmU inhibition -3.6% and Mtb RmlCD inh 8.
For CCOC(=O)c1nc[nH]c1C the results were GlmU inhibition 2.5% and Mtb RmlCD inh -7.
`S=C(NCc1ccco1)NC1CCCc2ccccc21` (stereo unspecified) gave GlmU inhibition -1.5% and Mtb RmlCD inh 15.
O=C(CSc1ncnc2ccccc12)NCC(=O)c1ccccc1 was read as GlmU inhibition 1.8% and Mtb RmlCD inh 4.
Screening NC(=O)c1ccsc1NC(=O)C1CCCCC1 returned GlmU inhibition -8.2% and Mtb RmlCD inh 2.
For C=C1SC(=Nc2ccccc2Cl)N(C(=O)c2sc3ccccc3c2Cl)C12CCCCC2 the results were GlmU inhibition 4.3% and Mtb RmlCD inh -3.
`O=C(NC1CCCCC1)Oc1cc2oc(=O)sc2cc1Br` gave GlmU inhibition -0.4% and Mtb RmlCD inh -4.
`Cc1ccc(Sc2nc(C)c([N+](=O)[O-])c(C)c2C#N)cc1` gave GlmU inhibition 0.8% and Mtb RmlCD inh 5.
O=C(NCc1cccnc1)c1ccc(Cl)cc1[N+](=O)[O-] was read as GlmU inhibition 7.8%.
COc1ccc(/C(C)=N/N=C(N)N)c(O)c1 was read as GlmU inhibition -1.5% and Mtb RmlCD inh 22.
CCOC(=O)c1ccc(NC(=O)c2cn(CCC#N)nc2-c2ccc3c(c2)OCCO3)cc1 was read as GlmU inhibition 0.6% and Mtb RmlCD inh 8.
COC(=O)c1cccc(NC(=O)CN2CCC(NC(=O)c3cc(OC)c(OC)c(OC)c3)CC2)c1 was read as GlmU inhibition -4.1%.
`O=C(Cn1nc(C(F)(F)F)c2c1CCCC2)NC1CCCC1` gave GlmU inhibition 4.6% and Mtb RmlCD inh -3.
Screening C=CCN1CC(c2nc3ccccc3n2Cc2ccccc2)CC1=O (stereo unspecified) returned GlmU inhibition 0.0%.
CC(C)c1nccn1S(=O)(=O)c1cccc([N+](=O)[O-])c1 was read as GlmU inhibition -1.1% and Mtb RmlCD inh -5.
O=C(Nc1cccc(Cl)c1)Nc1nccs1 was read as GlmU inhibition 3.3% and Mtb RmlCD inh -4&-25.
For O=C(Cn1cccc1C(=O)c1ccccc1)NCc1cccs1 the results were GlmU inhibition -3.4% and Mtb RmlCD inh 32.
CCOC(=O)c1nnn(-c2nonc2N)c1CN(CC)c1ccccc1 was read as GlmU inhibition 0.7% and Mtb RmlCD inh -8.
Screening CN(C)CCCN1C(=O)C(=O)/C(=C(/O)c2ccncc2)C1c1cccc(Br)c1 (stereo unspecified) returned GlmU inhibition -5.5% and Mtb RmlCD inh -8.
`Cc1cccc(N2CCN(C(=O)c3ccccc3NC(=O)C3CC=CCC3C(=O)O)CC2)c1` (stereo unspecified) gave GlmU inhibition -7.1% and Mtb RmlCD inh 1.
`CCCCOCCCNC(=S)Nc1ccc(S(=O)(=O)N2CCOCC2)cc1` gave GlmU inhibition 0.2% and Mtb RmlCD inh 4.
O=C(NC1CCCC1)c1ccc(CS(=O)(=O)c2cccc(C(F)(F)F)c2)o1 was read as GlmU inhibition -0.8% and Mtb RmlCD inh -7.
`COc1cccc(Cn2cnc3c(N)c(C)c(C)cc32)c1` gave GlmU inhibition -0.5% and Mtb RmlCD inh 8.
For COC(=O)C(C)Sc1ncnc2c1nnn2-c1ccc(F)cc1 (stereo unspecified) the results were GlmU inhibition -2.9%.
CC1Cc2nc(SCC(=O)NC3CCCCC3)n(C)c(=O)c2S1 (stereo unspecified) was read as GlmU inhibition 3.0% and Mtb RmlCD inh 14.
`CCCCNC(=O)c1onc(CSc2ccccc2)c1C(=O)O` gave GlmU inhibition 1.8%.
`CCOc1cc(C(=O)OCC(=O)Nc2ncc(Cl)c(C)c2Cl)ccc1OCC(=O)N1CCOCC1` gave GlmU inhibition -0.6% and Mtb RmlCD inh -9.
Screening Cc1ccc(N2C(=O)CC(Nc3ccccc3)C2=O)cc1 (stereo unspecified) returned GlmU inhibition 5.8%.
Screening Cc1ccc(/C=N/N2CCOCC2)s1 returned GlmU inhibition 5.6% and Mtb RmlCD inh -5.
Screening CSc1nc(-c2ccccc2)c(C#N)c(=O)[nH]1 returned GlmU inhibition 1.4% and Mtb RmlCD inh -5.
Screening Cc1ccc(S(=O)(=O)c2c(C)cc(C)nc2N2CCCCC2)cc1 returned GlmU inhibition -10.0% and Mtb RmlCD inh -1.
COC(=O)c1ccc(NC(=O)Cc2ccc(C)cc2)cc1 was read as GlmU inhibition -4.4%.
Screening O=C(CC1SC(=O)NC1=O)Oc1ccc(/C=N/NC(=O)c2ccccc2O)cc1 (stereo unspecified) returned GlmU inhibition 4.6% and Mtb RmlCD inh 6.
`CCn1c(SCC(=O)NCc2ccco2)nnc1C(C)C` gave GlmU inhibition 1.6%.
`COc1ccc(NC(=O)CN(C)C(C)C(=O)N2CCCCC2)cc1` (stereo unspecified) gave GlmU inhibition -1.2% and Mtb RmlCD inh -10.
CCCOc1ccc(C(=O)c2ccccc2C(=O)O)cc1OCCC was read as GlmU inhibition 1.5%.
For Cc1cc(C)n(-c2ccc(S(=O)(=O)N3CCOCC3)cc2[N+](=O)[O-])n1 the results were GlmU inhibition -2.5% and Mtb RmlCD inh -5.
For Cc1ccc2c(Cl)cc(Cl)c(OCC(=O)Nc3ccc(C)c(S(=O)(=O)N(C)C)c3)c2n1 the results were GlmU inhibition -3.3% and Mtb RmlCD inh -1.
`Cc1ccc(-c2nc(NCC3CCCO3)sc2C)cc1` (stereo unspecified) gave GlmU inhibition -1.2% and Mtb RmlCD inh 6.
For O=C(NCc1ccccc1)c1cc(=O)[nH]c2ccccc12 the results were GlmU inhibition 4.0% and Mtb RmlCD inh 8.
O=C1/C(=C/c2cccs2)N=C(c2cccs2)N1Nc1ccccc1 was read as GlmU inhibition -6.1% and Mtb RmlCD inh 4.

Structural class: the compounds so far with a CF3 group.
`O=C(Cn1nc(C(F)(F)F)c2c1CCCC2)NC1CCCC1` gave GlmU inhibition 4.6% and Mtb RmlCD inh -3.
O=C(NC1CCCC1)c1ccc(CS(=O)(=O)c2cccc(C(F)(F)F)c2)o1 was read as GlmU inhibition -0.8% and Mtb RmlCD inh -7.
